Screening results: PubChem, several laboratories
hcDAF-12 act: activators of H. contortus DAF-12 nuclear receptor; HEK293 hcDAF-12 lit1-tk-luc reporter, luminescence; 0% DMSO, 100% Δ7-dafachronic acid; activation, % at 6.8 µM; hit rate 1.4% among 370,000;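 active = activation above the mean of all tested compounds plus 3 SD, cut at about 5.5% in these data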;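 note: 100% = response to 3 µM Δ7-dafachronic acid high control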
ssDAF12 agonist: activators of S. stercoralis DAF-12 nuclear receptor | HEK293 ssDAF-12/GRIP1 lit1-tk-luc reporter, luminescence; % of 3 µM dafachronic acid response | activation, % at 6.8 µM | hit rate 1% among 370,000 | AID 652126;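 active = activation above the mean over all tested compounds plus 3 SD, cut at about 0.9% in these data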;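 note: 0% = DMSO-only wells and 100% = 3 µM delta7-dafachronic acid wells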
hgDAF-12 ag: agonists of H. glycines DAF-12 nuclear receptor. HEK293 GAL4-hgDAF12 UAS-luciferase reporter, agonist luminescence; normalized to butyrate control. activation, % at 6.8 µM. hit rate 1.8% among 370,000. AID 687014;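 active = activation above a cutoff set at the mean of all screened compounds plus 3 SD, cut at about 10% in these data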;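 note: 0% = DMSO wells and 100% = sodium butyrate wells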
PLC-beta3 inh: PLC-beta3 (human) inhibition, primary screen; hit rate 0.18% among 370,000; Q01970; inhibition, % at 12.2 µM; Purified PLC-beta3, fluorogenic substrate, fluorescence; in the data active = inhibition above about 11%;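 note: 0% = median of compound wells on plate and 100% = full blocker control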
DAX1 inh-1: DAX1 (NR0B1) inhibition, primary screen; HEK293T StAR-luciferase reporter, SF-1/DAX-1 repression relief; inhibition, % at 6.8 µM; hit rate 1.1% among 370,000; AID 652010;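 active = inhibition above the mean over all tested compounds plus 3 SD, cut at about 3.6% in these data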;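 note: 0% = DAX-1 cells with DMSO and 100% = cells lacking DAX-1 with DMSO; higher inhibition means more luminescence from relief of DAX-1 repression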
DAX1 inh-2: inhibits human nuclear receptor DAX1 | inhibition, % at 6.75 µM | hit rate 0.99% among 340,000 | HEK293 Gal4-DAX1 luciferase reporter, luminescence | P51843 | AID 504766;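 active = inhibition above the mean over all tested compounds plus 3 SD, cut at about 4.2% in these data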;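 note: 0% = DAX1-transfected cells with DMSO and 100% = empty-vector control cells with DMSO; inhibition shows as a rise in luminescence from relieved DAX1 repression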
Rev-erbA mod: Rev-erb alpha (human) modulation | Rev-erbα–FITC-DNA binding, fluorescence polarization, 90 min | activity, % at 10 µM | hit rate 0.79% among 370,000 | AID 1259318;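 active = activity above about 14%, limit read from the data; passing the limit was not always enough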;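 note: 0% = DMSO wells with 35 nM protein and 100% = DMSO wells with 750 nM protein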
SMARCA2 act: activators of SMARCA2 function. MG213 cells, MMTV-luciferase reporter, dexamethasone, overnight. activation, % at 9.1 µM. hit rate 1% among 370,000. AID 652017; in the data active = activation above about 7.8%;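 note: 0% = vehicle wells and 100% = reference activator wells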
PLC-gamma1 inh: blocks human PLC-gamma1 enzyme activity; P19174; purified PLC-gamma1, fluorogenic substrate, fluorescence; inhibition, % at 12.2 µM; hit rate 0.84% among 370,000; AID 720700; in the data active = inhibition above about 9.5%
Target sequence (P19174 whole entry, looked up): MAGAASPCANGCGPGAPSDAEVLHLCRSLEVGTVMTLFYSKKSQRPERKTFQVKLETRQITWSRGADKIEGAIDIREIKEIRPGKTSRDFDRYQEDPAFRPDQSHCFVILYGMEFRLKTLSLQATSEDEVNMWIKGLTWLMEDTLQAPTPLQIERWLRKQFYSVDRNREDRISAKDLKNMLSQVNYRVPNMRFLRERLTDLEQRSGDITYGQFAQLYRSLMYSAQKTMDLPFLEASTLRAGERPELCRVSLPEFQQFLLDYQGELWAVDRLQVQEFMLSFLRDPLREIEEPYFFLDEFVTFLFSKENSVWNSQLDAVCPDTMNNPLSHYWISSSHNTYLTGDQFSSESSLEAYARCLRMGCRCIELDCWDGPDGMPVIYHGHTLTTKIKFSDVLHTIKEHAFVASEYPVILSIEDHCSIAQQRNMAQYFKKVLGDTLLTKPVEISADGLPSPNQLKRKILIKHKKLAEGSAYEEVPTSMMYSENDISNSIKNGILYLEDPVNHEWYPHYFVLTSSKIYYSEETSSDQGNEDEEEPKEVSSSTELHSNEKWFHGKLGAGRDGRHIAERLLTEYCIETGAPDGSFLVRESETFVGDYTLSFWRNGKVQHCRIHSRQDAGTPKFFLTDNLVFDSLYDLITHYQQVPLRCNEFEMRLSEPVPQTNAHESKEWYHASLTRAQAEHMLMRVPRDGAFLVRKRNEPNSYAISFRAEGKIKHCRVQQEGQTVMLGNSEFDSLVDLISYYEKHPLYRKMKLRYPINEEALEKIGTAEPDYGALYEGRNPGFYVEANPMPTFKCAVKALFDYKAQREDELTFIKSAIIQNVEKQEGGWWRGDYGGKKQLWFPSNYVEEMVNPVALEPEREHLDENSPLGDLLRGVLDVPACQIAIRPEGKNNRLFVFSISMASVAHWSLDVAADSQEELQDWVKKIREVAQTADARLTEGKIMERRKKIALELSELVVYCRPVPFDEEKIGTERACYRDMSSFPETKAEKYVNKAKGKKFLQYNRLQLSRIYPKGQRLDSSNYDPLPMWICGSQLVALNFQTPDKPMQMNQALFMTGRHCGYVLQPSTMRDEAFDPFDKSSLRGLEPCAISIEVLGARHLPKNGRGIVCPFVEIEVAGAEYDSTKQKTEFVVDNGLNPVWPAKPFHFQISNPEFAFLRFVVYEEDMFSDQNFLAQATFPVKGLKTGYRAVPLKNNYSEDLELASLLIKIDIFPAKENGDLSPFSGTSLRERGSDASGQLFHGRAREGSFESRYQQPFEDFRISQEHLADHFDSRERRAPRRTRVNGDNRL
MBD2 inh: inhibitors of human MBD2 binding to methylated oligonucleotide | inhibition, % at 4.4 µM | hit rate 0.31% among 370,000 | TR-FRET | Q9UBB5; in the data active = inhibition above about 13%
ADAM17 inh: inhibitors of human ADAM17. P78536. recombinant ADAM17, EDANS/DABCYL FRET peptide cleavage. inhibition, % at 6.95 µM. hit rate 0.83% among 370,000. AID 720648;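 active = inhibition above the mean of compounds lying between control limits plus 3 SD, set per campaign, cut at about 8.5% in these data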;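 note: 0% = DMSO-only wells as the low control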
Numbers without * were called inactive; i = inactive; nt = not tested or not shown; & = joins results of further samples. Outcome played no part in choosing rows. Share with any hit: about 7.4%.

no.	structure	hcDAF-12 act	ssDAF12 agonist	hgDAF-12 ag	PLC-beta3 inh	DAX1 inh-1	DAX1 inh-2
1	CC(=O)Nc1cccc(NC(=O)C2CCN(C(=O)c3ccco3)CC2)c1	-1.6	-1.3	-0.1	4	0.2	2.6
2	Cc1ccccc1NC(=O)CN1C(=O)CSc2ccccc21	0.4	-0.9	-1.1	-6	0.0	-0.9
3	CCOC(=O)C1C(=O)OC(C)(C)C1C(C)C(=O)c1ccc(C)cc1C (stereo not drawn)	0.5	-1.0	0.3	4	0.1	1.0
4	Cc1cc(=O)oc2c(C)c(OCC(=O)N3CCN(c4ccc(F)cc4)CC3)ccc12	-1.0	-1.3	-2.3	-10	-2.5	0.2
5	Cc1cc(C)cc(C(=O)N(NC(=O)Nc2ccc(Cl)cc2)C(C)(C)C)c1	-1.0	-0.9	0.4	3	-0.2	0.4
6	COc1ccc(S(=O)(=O)NCc2ccc3c(c2)OCO3)cc1C	-0.9	-1.5	-1.2	2	0.9	-1.9
7	Cc1cc(NCc2ccccc2)c2ccccc2n1	-4.6	-1.5	-6.2	-8	-1.3	-2.2
8	Cc1cc(N(CN2CCCC2=O)C(=O)c2ccc(F)cc2)no1	0.3	-0.8	1.4	-1	0.2	-0.7
9	Cc1ccc(C)c(S(=O)(=O)N2CCN(C(=O)Nc3ccccc3)CC2)c1	-1.6	-1.2	0.1	-3	0.7	0.9
10	COc1cc(OC)cc(C(=O)N2CCN(C(=O)c3ccc(-c4ccccc4)cc3)CC2)c1	-3.3	-2.0	-4.4	2	-0.7	-0.9
11	O=C(O)Cn1nc2c3c(cccc3c1=O)-c1ccccc1-2	-3.0	-1.0	1.5	-290	-0.6	0.7
12	CCOC(=O)C1CCN(C(c2cccnc2)c2c(NC(=O)c3ccco3)sc(C)c2C)CC1 (stereo not drawn)	-4.6	-2.7	-7.1	-77	-3.1	-5.2

no.	Rev-erbA mod	SMARCA2 act	PLC-gamma1 inh	MBD2 inh	ADAM17 inh
1	-8	-4	3	3	2
2	1	-1	1	4	-3
3	3	0	-3	0	1
4	-6	-5	4	-3	-11
5	2	2	1	-4	4
6	3	0	0	-3	0
7	4	-3	-3	9	-6
8	-1	1	0	-3	0
9	-3	0	5	3	-1
10	7	-1	1	-1	4
11	3	3	-232	-14	-43
12	5	-4	-65	-1	0

Additional records.
no.	structure	hcDAF-12 act	ssDAF12 agonist	hgDAF-12 ag	PLC-beta3 inh	DAX1 inh-1	DAX1 inh-2
13	O=S(=O)(Nc1ncccn1)c1ccc(NC(=S)N2CCN(c3cccc(C(F)(F)F)c3)CC2)cc1	0.3	-0.7	1.0	-3	0.6	0.5
14	CCOC(=O)NC(=O)COC(=O)Cc1cc(OC)c(OC)c(OC)c1	-1.8	-1.1	0.2	2	-0.2	1.6
15	CN1CCN(C(=S)NC(=O)/C=C/c2cccc3ccccc23)CC1	-1.0	-0.9	-3.2	-12	0.0	-0.5
16	Cc1ccc(OC(C)C(=O)Nc2ccccc2C(=O)NCc2cccnc2)cc1C (stereo not drawn)	-0.7	-1.5	-1.8	-7	-1.4	0.2
17	CCN(C(=O)COC(=O)CCC(=O)c1cccs1)c1ccccc1	-1.2	-0.8	-0.8	-2	-0.9	0.7
18	COc1ccc(NCC(=O)Nc2cccc(C(F)(F)F)c2)cc1S(=O)(=O)N1CCOCC1	-0.8	-1.2	3.7	-3	-0.3	-1.8
19	CCCN1CCN(CCCNC(=O)c2cc3c(s2)-c2c(C)cccc2OC3)CC1	-2.2	-1.8	0.9	i	-0.6	0.5
20	COc1ccc(C(=O)C2CCCN(Cc3cccn3-c3ccc(Cl)cn3)C2)c(OC)c1 (stereo not drawn)	-2.5	-2.3	-3.1	2	-2.1	-1.5
21	CCOC(=O)c1cnc2c([N+](=O)[O-])cnn2c1C	1.0	-1.0	-0.9	-2	-0.2	0.9
22	C/C(=N\NC(N)=S)c1ccncc1	0.0	-0.3	2.2	-6	-1.2	nt
23	O=C(NCCc1c[nH]c2ccccc12)OCc1cn(-c2ccccc2Cl)nn1	-2.3	-0.5	-3.5	-7	-0.8	nt
24	CCc1nc2ccc(C(=O)N3CCN(C(=O)c4ccco4)CC3)cn2c1N(CC)Cc1cccc(Br)c1	-1.9	-2.2	-3.1	-3	-1.8	nt

no.	Rev-erbA mod	SMARCA2 act	PLC-gamma1 inh	MBD2 inh	ADAM17 inh
13	5	0	0	-2	-2
14	0	-4	3	2	0
15	5	0	-13	-4	-2
16	4	-3	1	-2	-1
17	-6	-2	1	-4	-5
18	-2	1	1	2	0
19	-3	1	i	-3	i
20	-5	1	2	-3	2
21	5	-4	5	3	-2
22	1	-3	0	2	-1
23	9	-2	-5	4	-6
24	-6	-1	-3	-3	3

Some values from the list.
DAX1 inh-2 with CCCN1CCN(CCCNC(=O)c2cc3c(s2)-c2c(C)cccc2OC3)CC1 : 0.5
SMARCA2 act with CN1CCN(C(=S)NC(=O)/C=C/c2cccc3ccccc23)CC1 : 0

(cont.)
no.	structure	hcDAF-12 act	ssDAF12 agonist	hgDAF-12 ag	PLC-beta3 inh	DAX1 inh-1	DAX1 inh-2
25	Cc1ccccc1-c1noc(C(C)NC(=O)c2ccco2)n1 (stereo not drawn)	0.2	-1.1	1.3	2	0.1	-0.8
26	CCC1CCc2c(sc3nc(SCC(=O)NCc4ccco4)n(-c4ccccc4)c(=O)c23)C1 (stereo not drawn)	-0.7	-1.1	-2.3	1	0.7	0.7
27	CCOc1cccc(/C=N/NS(=O)(=O)c2ccc(C)c([N+](=O)[O-])c2)c1O	0.6	-1.5	-1.3	-5	0.5	0.8
28	O=C(NCC(c1ccco1)N1CCCCC1)c1cccc(NS(=O)(=O)c2ccc(Br)cc2)c1 (stereo not drawn)	0.5	-0.9	0.6	-9	0.2	0.6
29	O=C(NCc1ccncc1)C1CCC(=O)N(CCc2ccc(Cl)cc2)C1 (stereo not drawn)	-1.4	-1.5	-2.1	-13	-1.6	-0.3
30	O=C(C1CCN(c2nnc(-n3cccc3)s2)CC1)N1CCN(Cc2ccc3c(c2)OCO3)CC1	-3.4	-1.8	-1.8	-1	-2.9	-2.6
31	COc1ccccc1CNC(=O)c1ccc(S(=O)(=O)N(C)c2ccccc2)cc1	-0.2	-1.4	-5.6	0	-3.0	-1.6
32	O=S1(=O)CCN2C(c3ccco3)=CSC2=N1	-1.0	-0.9	-0.9	3	0.0	-1.4
33	COc1ccc(CCNC(=O)CC2SC(=NCCc3ccccc3)NC2=O)cc1 (stereo not drawn)	-0.5	-1.2	-4.2	-3	-0.2	0.2
34	Cc1oc(-c2cccc(Cl)c2)nc1CN1CCCC(C(=O)NC(C)c2ccc3c(c2)OCCO3)C1 (stereo not drawn)	-5.0	-1.7	-2.5	5	-3.2	-2.8
35	C=Cc1c(C)c2cc3[nH]c(cc4nc(cc5nc(cc1[nH]2)C(C)=C5CCC(=O)O)C(CCC(=O)O)=C4C)c(C)c3C=C	-0.1	-0.5	-0.6	-40	-0.3	-1.0&-1.4
36	COC(=O)Nc1c(-c2ccccc2)nc2ccc(C)cn12	-1.1	-1.2	1.9	-142	0.2	0.7

no.	Rev-erbA mod	SMARCA2 act	PLC-gamma1 inh	MBD2 inh	ADAM17 inh
25	-1	-4	2	2	1
26	16	1	1	-3	0
27	-1	1	-1	-2	-2
28	0	-2	-2	4	2
29	-3	-5	2	24*	-4
30	-2	-1	3	1	4
31	2	0	4	-1	4
32	4	0	2	1	2
33	1	-4	-2	1	-2
34	-1	-1	6	-3	5
35	-13&1	2	-31	47*	-3
36	5	1	-100	1	-118

In another format: two of the compounds above.
no.	mol	hcDAF-12 act	ssDAF12 agonist	hgDAF-12 ag	PLC-beta3 inh	DAX1 inh-1	DAX1 inh-2	Rev-erbA mod	SMARCA2 act	PLC-gamma1 inh	MBD2 inh	ADAM17 inh
33	COc1ccc(CCNC(=O)CC2SC(=NCCc3ccccc3)NC2=O)cc1 (stereo not drawn)	-0.5	-1.2	-4.2	-3	-0.2	0.2	1	-4	-2	1	-2
34	Cc1oc(-c2cccc(Cl)c2)nc1CN1CCCC(C(=O)NC(C)c2ccc3c(c2)OCCO3)C1 (stereo not drawn)	-5.0	-1.7	-2.5	5	-3.2	-2.8	-1	-1	6	-3	5

Other records follow:
no.	structure	hcDAF-12 act	ssDAF12 agonist	hgDAF-12 ag	PLC-beta3 inh	DAX1 inh-1	DAX1 inh-2
37	C[C@@H]1CN([C@H](C)CO)C(=O)CCCn2cc(nn2)CO[C@H]1CN(C)S(=O)(=O)c1ccc(-c2ccccc2)cc1	1.9	-1.4	0.7	1	-1.4	0.3
38	COc1cc(NC(=O)Nc2nc(C(N)C3CCCCC3)cs2)cc(OC)c1OC (stereo not drawn)	0.4	-1.6	-1.4	2	0.3	nt
39	COc1ccccc1OCCNC(=O)Nc1cc(F)c(F)cc1Cl	0.2	-1.4	-0.7	-6	-0.3	-1.8
40	Cc1cccc(-n2ccnc2SCC(=O)Nc2nnc(C)s2)c1	-1.3	-1.0	0.4	2	0.5	2.3
41	O=c1c2oc3nc4c(cc3c2ncn1CCCc1ccccc1)CCCC4	0.4	-0.8	2.2	-6	0.6	2.2
42	O=C(c1cccc([N+](=O)[O-])c1)c1ccc2c(c1)OCCOCCOCCO2	-1.9	-2.0	-0.5	4	-0.7	nt
43	CCOC(=O)c1[nH]ncc1CN1CCc2ccc(NC(=O)C3CCCO3)cc2C1 (stereo not drawn)	0.9	-0.5	1.2	-9	0.6	0.1
44	N#Cc1ccccc1S(=O)(=O)N1CCN(C(=O)Cc2coc3cc(O)ccc23)CC1	-2.7	-0.9	-0.1	-45	0.8	0.9
45	COc1ccc2c(c1)c(C(C)=O)c(C)n2-c1ccccc1OC	-1.1	-1.3	-0.9	-21	0.0	2.3

no.	Rev-erbA mod	SMARCA2 act	PLC-gamma1 inh	MBD2 inh	ADAM17 inh
37	-1	0	0	-3	4
38	2	-8	-1	5	-3
39	-6	-1	1	5	-3
40	-2	-1	1	5	-1
41	-7	-1	2	6	-6
42	7	-2	3	4	0
43	2	0	-4	-2	-3
44	-3	-1	-36	0	-25
45	2	-3	-10	3	-2
